PABP1 MLLE inh – blocks PAM2 peptide binding to the PABP1 MLLE domain. P11940. 0.36% of 360,000 active. GST-MLLE / FITC-PAM2 fluorescence polarization. inhibition, % at 20 µM; in the data active means inhibition above about 35%, passing the limit was not always enough;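 further: plate controls were DMSO wells with GST-MLLE for no effect and wells lacking GST-MLLE protein for full effect; some results filed as inactive read as strong as hits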
SKN-1 block – blocks SKN-1 activity in C. elegans; C. elegans VP596 Pgst-4::GFP/RFP ratio, acrylamide-induced, 24 h; inhibition, % at 21.8 µM; 0.49% of 360,000 active;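 active means interference check ratio from 0.5 to 1.5 plus GFP to RFP signal ratio inhibition reaching or exceeding a fixed threshold, cut at about 30% in these data, passing the limit was not always enough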; further: some compounds called inactive have numbers as strong as hits
Rin1-Abl PPI inh – inhibitors of human Rin1-Abl protein interaction; P00519+Q13671; TR-FRET Rin1/Abl binding, biochemical; inhibition, % at 7.35 µM; 0.4% of 360,000 active; AID 588664; in the data active means inhibition above about 5%, passing the limit was not always enough
MsrA act – activates bovine MsrA enzyme | 0.3% of 360,000 active | activation, % at 10.6 µM | purified bovine MsrA, absorbance read-out | AID 602163; in the data active means activation above about 7.5%;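 further: 0% = vehicle and 100% = reference activator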
FAS TE block – inhibitors of human fatty acid synthase thioesterase domain; P49327; recombinant FAS-TE, OMFH fluorogenic substrate, fluorescence endpoint; inhibition, % at 15 µM; 0.67% of 360,000 active;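 active means compounds whose normalised, plate-corrected inhibition of enzyme fluorescence in the single-dose primary screen is 50% or more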;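 further: 0% = DMSO with enzyme and 100% = substrate without enzyme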
MT1-MMP act inh – MT1-MMP (human) activation inhibition; 0.061% of 360,000 active; HT1080 RFP-PRO-GFP cells, GFP/RFP ratio fluorescence, overnight; percent of plate control window, DMSO zero; P50281; GFP/RFP ratio change, % at 20 µM;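 active means GFP/RFP ratio change of at least 30% with cell ATP level not reduced by more than half and red fluorescence within 50% of control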; further: strong numbers were not always called active
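Test system: HT1080 cells expressing an RFP-PRO-GFP fluorescent reporter construct / Compound dosing: single-point 20 µM compound, 1% DMSO / Schedule: cells overnight before dosing, compound overnight, 37 °C, 5% CO2 / Evaluation: GFP/RFP fluorescence ratio / Control set: DMSO and RFP-L50D-GFP cell wells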
E coli Lon inh – E. coli protease La inhibition; inhibition, % at 7.94 µM; purified E. coli Lon protease, fluorescence polarization; 0.42% of 360,000 active; P0A9M0; in the data active means inhibition above about 13%, passing the limit was not always enough;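 further: 0% = enzyme with probe and DMSO and 100% = no enzyme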
Target sequence (P0A9M0 whole entry, looked up): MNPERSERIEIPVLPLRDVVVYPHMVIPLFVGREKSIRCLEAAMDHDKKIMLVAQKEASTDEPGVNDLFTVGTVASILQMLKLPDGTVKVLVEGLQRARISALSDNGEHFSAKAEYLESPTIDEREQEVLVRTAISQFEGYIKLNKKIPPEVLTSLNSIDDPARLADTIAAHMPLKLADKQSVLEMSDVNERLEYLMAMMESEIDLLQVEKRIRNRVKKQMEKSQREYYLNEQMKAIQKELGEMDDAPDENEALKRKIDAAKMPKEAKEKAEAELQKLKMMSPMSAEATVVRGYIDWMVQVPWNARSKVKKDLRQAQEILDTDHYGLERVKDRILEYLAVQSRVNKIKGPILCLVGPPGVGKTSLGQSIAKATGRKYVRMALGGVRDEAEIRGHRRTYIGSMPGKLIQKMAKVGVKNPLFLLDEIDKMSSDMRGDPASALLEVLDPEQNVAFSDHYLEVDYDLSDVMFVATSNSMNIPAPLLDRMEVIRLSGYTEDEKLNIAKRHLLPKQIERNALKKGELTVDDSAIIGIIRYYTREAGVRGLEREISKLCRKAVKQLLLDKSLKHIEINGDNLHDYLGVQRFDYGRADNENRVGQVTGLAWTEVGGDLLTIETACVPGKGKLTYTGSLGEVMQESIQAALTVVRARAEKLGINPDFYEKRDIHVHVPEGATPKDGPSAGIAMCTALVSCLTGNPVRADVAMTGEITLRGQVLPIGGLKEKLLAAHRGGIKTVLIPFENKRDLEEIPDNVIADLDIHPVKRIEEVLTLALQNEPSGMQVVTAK
CendR NRP1 mod – alters CendR peptide binding to human NRP-1; AID 602438; O14786; 0.85% of 360,000 active; FAM-RPARPAR peptide binding to NRP-1, fluorescence polarization; inhibition, % at 25 µM;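 active means inhibition or corrected inhibition above about 18%, plus a signal ratio from 0.5 to 1.5, limit read from the data, passing the limit was not always enough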; further: strong numbers were not always called active
Neddyl block – inhibitors of human cullin neddylation | AID 651699 | 0.58% of 360,000 active | calls only at 25 µM | P61081+Q13564 | TR-FRET cullin neddylation, biochemical; in the data active means inhibition above about 36%
The depositor's hits bear a star.

Screening CCOc1ccc(N=Cc2ccc(N(C)C)cc2)c(O)c1 returned PABP1 MLLE inh 12, SKN-1 block 51*, Rin1-Abl PPI inh -1, MsrA act 7, FAS TE block -8, MT1-MMP act inh 5, E coli Lon inh 126*, CendR NRP1 mod -35 and Neddyl block inactive.
`COc1ccc(Sc2ccc(-c3nc4cnccn4c3NC3CCCCC3)cc2OC)cc1` gave PABP1 MLLE inh -31, SKN-1 block 20, Rin1-Abl PPI inh -3, MsrA act -2, FAS TE block 32, MT1-MMP act inh -18, E coli Lon inh -17, CendR NRP1 mod -44 and Neddyl block inactive.
For COc1ccc(N(C(=O)CNC(=O)c2ccco2)C(C(=O)NC2CCCCC2)c2ccncc2)cc1 (centres undefined) the results were PABP1 MLLE inh -11, SKN-1 block 24, Rin1-Abl PPI inh 0, MsrA act -1, FAS TE block -2, MT1-MMP act inh 0, E coli Lon inh -10, CendR NRP1 mod -7 and Neddyl block inactive.
Screening COc1ccc(/C=N/n2c(-c3ccccc3)n[nH]c2=S)cc1 returned PABP1 MLLE inh -21, SKN-1 block -2, Rin1-Abl PPI inh 2, MsrA act -1, FAS TE block 0, MT1-MMP act inh -1, E coli Lon inh -2, CendR NRP1 mod 10 and Neddyl block inactive.
CCC(C)NC(=O)CS(=O)Cc1nc(-c2cccc(OC)c2)oc1C (centres undefined) was read as PABP1 MLLE inh 12, SKN-1 block 31, Rin1-Abl PPI inh -1, MsrA act -2, FAS TE block -3, MT1-MMP act inh -1, E coli Lon inh -7, CendR NRP1 mod -2 and Neddyl block inactive.
`Cc1cccc(-c2nc(CSCC(=O)N3CCN(Cc4ccc5c(c4)OCO5)CC3)c(C)o2)c1` gave PABP1 MLLE inh 12, SKN-1 block 5, Rin1-Abl PPI inh -3, MsrA act 0, FAS TE block 0, MT1-MMP act inh -6, E coli Lon inh 4, CendR NRP1 mod -3 and Neddyl block inactive.
`CN(C)CCCNC(=S)Nc1ccc(Oc2ccccc2)cc1` gave PABP1 MLLE inh -21, SKN-1 block -14, Rin1-Abl PPI inh -4, MsrA act -2, FAS TE block -3, MT1-MMP act inh 1, E coli Lon inh 4, CendR NRP1 mod 12 and Neddyl block inactive.
CCN(CC(=O)Nc1cc(Cl)ccc1C)C(=O)c1ccc2c(=O)n3c(nc2c1)CCC3 was read as PABP1 MLLE inh -8, SKN-1 block -2, Rin1-Abl PPI inh -3, MsrA act -9, FAS TE block -7, MT1-MMP act inh 1, E coli Lon inh -5, CendR NRP1 mod -4 and Neddyl block inactive.
CC(C)Oc1ccc(F)cc1-c1cc(C(=O)Nc2ccc(C(C)(C)C)cc2)[nH]n1 was read as PABP1 MLLE inh -4, SKN-1 block -4, Rin1-Abl PPI inh -10, MsrA act -7, FAS TE block 20, MT1-MMP act inh 4, E coli Lon inh -5, CendR NRP1 mod -5 and Neddyl block inactive.
CC(C)c1ccc(N)c(S(=O)(=O)O)c1 was read as PABP1 MLLE inh 4, SKN-1 block 8, Rin1-Abl PPI inh -1, MsrA act -2, FAS TE block -7, MT1-MMP act inh -5, E coli Lon inh 0, CendR NRP1 mod 7 and Neddyl block inactive.
CC(NC(=O)CCNC(=O)c1ccccc1Cl)c1ccc(-n2ccnc2)cc1 (centres undefined) was read as PABP1 MLLE inh 9, SKN-1 block 3, Rin1-Abl PPI inh -1, MsrA act -4, FAS TE block -6, MT1-MMP act inh 1, E coli Lon inh -7, CendR NRP1 mod 7 and Neddyl block inactive.
For COc1ccc(C2C(C(=O)OCC(=O)NC(C)(C)C)CCC(=O)N2c2ccc(C)cc2)cc1OC (centres undefined) the results were PABP1 MLLE inh -66, SKN-1 block -2, Rin1-Abl PPI inh -4, MsrA act -3, FAS TE block -4, MT1-MMP act inh -2, E coli Lon inh 2, CendR NRP1 mod -6 and Neddyl block inactive.

By substructure: those above containing a tert-butyl group
CC(C)Oc1ccc(F)cc1-c1cc(C(=O)Nc2ccc(C(C)(C)C)cc2)[nH]n1 was read as PABP1 MLLE inh -4, SKN-1 block -4, Rin1-Abl PPI inh -10, MsrA act -7, FAS TE block 20, MT1-MMP act inh 4, E coli Lon inh -5, CendR NRP1 mod -5 and Neddyl block inactive.
For COc1ccc(C2C(C(=O)OCC(=O)NC(C)(C)C)CCC(=O)N2c2ccc(C)cc2)cc1OC (centres undefined) the results were PABP1 MLLE inh -66, SKN-1 block -2, Rin1-Abl PPI inh -4, MsrA act -3, FAS TE block -4, MT1-MMP act inh -2, E coli Lon inh 2, CendR NRP1 mod -6 and Neddyl block inactive.

Next section
For COc1ccccc1NC(=O)C(C)OC(=O)CCC1CCCCC1 (centres undefined) the results were PABP1 MLLE inh 4, SKN-1 block -14, Rin1-Abl PPI inh 5, MsrA act -3, FAS TE block 24, MT1-MMP act inh 6, E coli Lon inh -5, CendR NRP1 mod 7 and Neddyl block inactive.
Screening CC(C)NC(=O)CCn1ccc2cc(S(=O)(=O)N3CCCC3)ccc21 returned PABP1 MLLE inh -30, SKN-1 block -3, Rin1-Abl PPI inh 0, MsrA act 1, FAS TE block -2, MT1-MMP act inh 1, E coli Lon inh -6, CendR NRP1 mod 0 and Neddyl block inactive.
O=C1/C(=C/c2ccc(F)c(F)c2)CSc2sccc21 was read as PABP1 MLLE inh 4, SKN-1 block 15, Rin1-Abl PPI inh -1, MsrA act -3, FAS TE block 1, MT1-MMP act inh -4, E coli Lon inh -3, CendR NRP1 mod -12 and Neddyl block inactive.
`COc1ccc(OC)c(NS(=O)(=O)c2cc(OC)ccc2OC)c1` gave PABP1 MLLE inh 0, SKN-1 block 6, Rin1-Abl PPI inh -1, MsrA act -6, FAS TE block -1, MT1-MMP act inh 4, E coli Lon inh -5, CendR NRP1 mod 6 and Neddyl block inactive.
`CCOc1ccc(NS(=O)(=O)c2ccc(SC)cc2)cc1` gave PABP1 MLLE inh 7, SKN-1 block 17, Rin1-Abl PPI inh -1, MsrA act 0, FAS TE block 13, MT1-MMP act inh 10, E coli Lon inh 9, CendR NRP1 mod 9 and Neddyl block inactive.
For Cc1cccc(NC(=O)Nc2ccccn2)c1C the results were PABP1 MLLE inh 4, SKN-1 block -3, Rin1-Abl PPI inh -2, MsrA act -10, FAS TE block -6, MT1-MMP act inh -3, E coli Lon inh -16, CendR NRP1 mod -1 and Neddyl block inactive.
`COc1ccccc1CN(CC(=O)NCc1ccc2c(c1)OCO2)C(=O)c1ccc2c(c1)OCCO2` gave PABP1 MLLE inh -3, SKN-1 block 9, Rin1-Abl PPI inh -2, MsrA act -3, FAS TE block 12, MT1-MMP act inh 0, E coli Lon inh 3, CendR NRP1 mod 5 and Neddyl block inactive.
CC(c1ccccc1)n1c(-c2ccc(C(C)(C)C)cc2)n[nH]c1=S (centres undefined) was read as PABP1 MLLE inh -29, SKN-1 block 11, Rin1-Abl PPI inh 1, MsrA act -1, FAS TE block 9, MT1-MMP act inh 0, E coli Lon inh -3, CendR NRP1 mod 4 and Neddyl block inactive.
`N=c1c(C(=O)NCc2ccco2)cc2c(=O)n3ccccc3nc2n1Cc1ccc(Cl)cc1` gave PABP1 MLLE inh -24, SKN-1 block -12, Rin1-Abl PPI inh -5, MsrA act -4, FAS TE block 13, MT1-MMP act inh -20, E coli Lon inh -8, CendR NRP1 mod -22 and Neddyl block active.
`COc1cccc(C(C)(O)c2nc(-c3cccc(C(F)(F)F)c3)cs2)c1` (centres undefined) gave PABP1 MLLE inh -10, SKN-1 block 0, Rin1-Abl PPI inh 0, MsrA act -5, FAS TE block 31, MT1-MMP act inh 0, E coli Lon inh -2, CendR NRP1 mod 17 and Neddyl block inactive.
O=C1N=c2ccc([N+](=O)[O-])cc2=C1c1sc(=O)[nH]c1O was read as PABP1 MLLE inh 21, SKN-1 block -9, Rin1-Abl PPI inh 3, MsrA act -8, FAS TE block 56*, MT1-MMP act inh -4, E coli Lon inh -13, CendR NRP1 mod -12 and Neddyl block inactive.
Screening Cc1ccc(NC(=O)CSc2nnc(C3CC3)n2C)cc1S(=O)(=O)N1CCCCC1 returned PABP1 MLLE inh 0, SKN-1 block 0, Rin1-Abl PPI inh 1, MsrA act 0, FAS TE block -6, MT1-MMP act inh 5, E coli Lon inh -7, CendR NRP1 mod 13 and Neddyl block inactive.
For Cc1c(/C=N\NC(=O)C2COc3ccccc3O2)c2ccccc2n1C (centres undefined) the results were PABP1 MLLE inh -6, SKN-1 block 1, Rin1-Abl PPI inh 0, MsrA act -4, FAS TE block 15, MT1-MMP act inh 11, E coli Lon inh 1, CendR NRP1 mod -5 and Neddyl block inactive.
`CCCCn1c(N)c(N(CCOC)C(=O)CCCn2c(=O)oc3ccccc32)c(=O)[nH]c1=O` gave PABP1 MLLE inh 16, SKN-1 block 5, Rin1-Abl PPI inh 2, MsrA act -3, FAS TE block -5, MT1-MMP act inh 2, E coli Lon inh 1, CendR NRP1 mod 14 and Neddyl block inactive.
Cc1ccc(NC(=O)Nc2ccc3c(c2)CCC3)c(C)c1 was read as PABP1 MLLE inh 0, SKN-1 block -6, Rin1-Abl PPI inh 3, MsrA act -4, FAS TE block -2, MT1-MMP act inh -1, E coli Lon inh 1, CendR NRP1 mod -9 and Neddyl block inactive.
Screening CSc1ccccc1NC(=O)COc1ccccc1Cl returned PABP1 MLLE inh -17, SKN-1 block 14, Rin1-Abl PPI inh -3, MsrA act 0, FAS TE block 20, MT1-MMP act inh -2, E coli Lon inh -2, CendR NRP1 mod 6 and Neddyl block inactive.
For COCCCNC(=S)Nc1cccc(S(=O)(=O)NC2=NCCC2)c1 the results were PABP1 MLLE inh -20, SKN-1 block -4, Rin1-Abl PPI inh -3, MsrA act -3, FAS TE block -5, MT1-MMP act inh 2, E coli Lon inh -1, CendR NRP1 mod -3 and Neddyl block inactive.
CN(C)CCCN1CC(=O)N2[C@@H](Cc3c([nH]c4ccccc34)C2(C)C)C1=O was read as PABP1 MLLE inh -5, SKN-1 block 6, Rin1-Abl PPI inh 0, MsrA act -2, FAS TE block -9, MT1-MMP act inh -8, E coli Lon inh 3, CendR NRP1 mod 9 and Neddyl block inactive.
For O=C(Cn1ccc([N+](=O)[O-])n1)NCc1ccccc1 the results were PABP1 MLLE inh 1, SKN-1 block -1, Rin1-Abl PPI inh -1, MsrA act -2, FAS TE block 7, MT1-MMP act inh 1, E coli Lon inh -3, CendR NRP1 mod 4 and Neddyl block inactive.
COCCn1nnnc1CN1CCC(O)(c2cccc(C(F)(F)F)c2)CC1 was read as PABP1 MLLE inh 3, SKN-1 block 0, Rin1-Abl PPI inh 1, MsrA act -3, FAS TE block -8, MT1-MMP act inh -3, E coli Lon inh 0, CendR NRP1 mod 6 and Neddyl block inactive.
Cn1c(CN2CCN(C(=O)c3ccco3)CC2)nc2cc([N+](=O)[O-])ccc21 was read as PABP1 MLLE inh 10, SKN-1 block 13, Rin1-Abl PPI inh 4, MsrA act -4, FAS TE block 5, MT1-MMP act inh 4, E coli Lon inh -15, CendR NRP1 mod 6 and Neddyl block inactive.
For O=C(CN(C(=O)CNC(=O)c1ccco1)c1ccc(Cl)c(Cl)c1)NC1CCCCC1 the results were PABP1 MLLE inh -2, SKN-1 block 6, Rin1-Abl PPI inh 0, MsrA act -2, FAS TE block 47, MT1-MMP act inh -2, E coli Lon inh -8, CendR NRP1 mod 12 and Neddyl block inactive.
`Cc1ccc(CN(C(=O)Cc2cccs2)C(C(=O)NC2CCCC2)c2ccncc2)cc1` (centres undefined) gave PABP1 MLLE inh 1, SKN-1 block 16, Rin1-Abl PPI inh 2, MsrA act -7, FAS TE block 15, MT1-MMP act inh -24, E coli Lon inh 3, CendR NRP1 mod 2 and Neddyl block inactive.

Screening results as filed in PubChem.
